Screening results as filed in PubChem.
HDAC3 inh = human HDAC3 inhibition | actives 0.15% (n = 320,000) | O15379 | inhibition, % at 8.3 µM | recombinant HDAC3, fluorogenic peptide/trypsin coupled, fluorescence; in the data active = inhibition above about 26%, passing the limit was not always enough; inconclusive = no clear call, values can overlap the other calls
ANO1 block = inhibitors of mouse TMEM16A calcium-activated chloride channel; normalized B-score (activity score, 25-100; higher = stronger inhibition) at 10 µM; actives 1.2% (n = 310,000); HEK293 TMEM16A/YFP iodide influx fluorescence, ionomycin; Q8BHY3;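 active = ratio plate-corrected score three or more library SD toward inhibition, starting fluorescence score within five deviations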;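 also: score derived from kinetic fluorescence span divided by baseline fluorescence per well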
MrgX1 ag = human MrgX1 receptor agonism, primary screen. actives 0.44% (n = 310,000). B-score at 10 µM. MrgX1-HEK293 cells, Fluo-4 calcium fluorescence, agonist mode; stronger effect = higher value;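 active = calcium response B-score plate-corrected fluorescence ratio at least 3 library SD, with starting fluorescence B-score inside 5 SD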
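Material: MrgX1-expressing HEK293 cells / Dosing: compound as first of three additions / Incubation: overnight seeding, then 1 h dark dye loading / Signal: Fluo-4 NW calcium fluorescence / Evaluation: B-scored fluorescence response ratio / Benchmarks: positive and negative control wells on each plate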
MrgX1 antag = antagonists of human MrgX1 receptor. Q96LB2. MRGX1-HEK293 calcium flux, Fluo-4, BAM8-22 antagonism; stronger effect = lower value. B-score at 10 µM. actives 1.3% (n = 310,000);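 active = calcium-response B-score plate-corrected more than 3 library SD below zero, starting fluorescence within 5 deviations, no agonist response on first addition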;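 also: peak minus trough fluorescence over baseline after final BAM8-22 challenge near maximal dose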
MrgX1 PAM = allosterically activates human MrgX1 receptor signaling. Q96LB2. MrgX1-HEK293, Fluo-4 calcium flux, FDSS; stronger effect = higher value. B-score at 10 µM. actives 0.63% (n = 310,000);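 active = plate-corrected calcium response at least 3 library SD above typical, normal starting fluorescence, not activating the receptor alone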;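 also: compound read alongside a low EC10 to EC30 dose of BAM8-22 agonist; peak minus trough fluorescence over baseline measured at the second addition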
TRPC6 inhibitor = mouse TRPC6 channel inhibition. actives 1.1% (n = 310,000). HEK293-TRPC6, membrane potential dye, ACh-evoked depolarization; stronger effect = lower value. B-score at 10 µM;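 active = B-score under library mean minus 3 SD, initial fluorescence not abnormally high, positive integrated signal ratio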;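 also: B-score derived from integrated fluorescence ratio over the kinetic read; more negative B-score means stronger inhibition of depolarization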
Target sequence (Q61143 whole entry, looked up): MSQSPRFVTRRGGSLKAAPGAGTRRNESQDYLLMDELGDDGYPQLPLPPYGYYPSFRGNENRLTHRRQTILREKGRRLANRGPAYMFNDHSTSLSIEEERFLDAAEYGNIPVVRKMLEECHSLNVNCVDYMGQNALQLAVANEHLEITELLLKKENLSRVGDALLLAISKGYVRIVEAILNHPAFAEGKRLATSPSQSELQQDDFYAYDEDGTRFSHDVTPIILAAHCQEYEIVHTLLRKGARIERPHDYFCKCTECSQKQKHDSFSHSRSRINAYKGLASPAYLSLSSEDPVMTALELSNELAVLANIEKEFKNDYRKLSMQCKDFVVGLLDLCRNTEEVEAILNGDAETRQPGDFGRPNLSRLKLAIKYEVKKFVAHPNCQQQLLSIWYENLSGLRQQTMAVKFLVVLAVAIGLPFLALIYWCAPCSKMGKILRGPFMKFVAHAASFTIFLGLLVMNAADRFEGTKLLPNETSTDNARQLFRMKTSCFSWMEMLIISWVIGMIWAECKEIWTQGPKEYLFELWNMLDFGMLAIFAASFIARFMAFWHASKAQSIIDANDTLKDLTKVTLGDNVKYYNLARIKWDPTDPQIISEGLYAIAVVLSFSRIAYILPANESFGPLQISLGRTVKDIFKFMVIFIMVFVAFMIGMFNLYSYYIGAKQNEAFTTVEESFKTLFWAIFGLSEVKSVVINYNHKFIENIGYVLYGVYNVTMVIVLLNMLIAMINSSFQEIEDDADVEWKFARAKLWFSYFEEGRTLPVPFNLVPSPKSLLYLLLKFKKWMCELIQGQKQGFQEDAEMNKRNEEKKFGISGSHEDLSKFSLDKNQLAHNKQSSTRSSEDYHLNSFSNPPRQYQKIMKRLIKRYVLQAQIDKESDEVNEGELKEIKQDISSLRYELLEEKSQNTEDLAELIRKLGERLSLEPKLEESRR
TRPC6 activator = activators of mouse TRPC6 channel; Q61143; HEK293-TRPC6 membrane potential dye fluorescence; stronger effect = higher value; B-score at 10 µM; actives 0.13% (n = 310,000);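 active = B-score of the integrated fluorescence ratio above library mean plus 3 SD, and starting fluorescence ratio within library mean plus 5 SD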;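 also: higher score means more depolarization so channel activation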
TMEM16A act = activates or potentiates the mouse TMEM16A chloride channel. AID 623877. actives 0.3% (n = 340,000). B-score at 10 µM. Q8BHY3. HEK293 TMEM16A/YFP-H148Q/I152L, iodide quench fluorescence; stronger effect = lower value;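 active = fluorescence-ratio B-score plate-corrected deviation score at least 3 library SD below zero, with starting fluorescence score within 5 deviations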;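 also: channel opened by trigger with iodide after compound preincubation; score built on the fluorescence ratio of max minus min over baseline; more negative score means more quench and so TMEM16A activation or potentiation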
RGS4 inh = inhibitors of human RGS4. AID 463165. P49798. B-score at 10 µM. actives 0.45% (n = 310,000). HEK293 M3R/RGS4 inducible, Fluo-4 calcium flux; stronger effect = higher value; triggered by carbachol at its EC20;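 active = B-score, a plate-corrected calcium signal, over three deviations above library mean, with baseline fluorescence within five deviations of library mean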;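 also: RGS4 expression induced by doxycycline in cells with stable M3 receptor; B-score is computed from the integrated fluorescence ratio over baseline after carbachol; higher B-score means a larger calcium signal and so more RGS4 inhibition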
RGS4 pot = RGS4 potentiation or activation. HEK293 M3R/inducible RGS4, carbachol calcium flux Fluo4; stronger effect = lower value. B-score at 10 µM. actives 0.92% (n = 310,000). AID 463111;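 active = B-score of the integrated calcium signal more than 4 SD below the library mean, with starting fluorescence not abnormally high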;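 also: negative B-score means reduced calcium response which marks RGS4 activation or potentiation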
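test system = M3R-expressing HEK293 line, RGS4 induced by doxycycline | probe or stimulus = carbachol at ECmax as muscarinic agonist stimulus | timing = dye loading 30 min 37 °C, buffer rest 30 min RT | signal = calcium dye Fluo4 fluorescence | evaluation = B score from integrated fluorescence ratio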
SKKanGAS inh = SKKanGAS growth inhibition | S. pyogenes SKKanGAS, kanamycin growth, BacTiter-Glo, 6 h | actives 1.3% (n = 300,000) | inhibition, % at 7.5 µM;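 active = mean replicate score, as percent of positive control median, at least 50; inconclusive = mean below 50 but one replicate at or above 50; inactive = mean and every replicate below 50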;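 also: strain carries kanamycin resistance gene driven by streptokinase promoter and grows in 40 µg/ml kanamycin; loss of luminescence reflects streptokinase promoter inhibition or plain growth inhibition; 0% = median of DMSO wells and 100% = positive control at its reference dose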
Starred values were filed as active, the others as inactive; i = inactive; u = inconclusive; x = not tested or not shown.

SMILES | HDAC3 inh | ANO1 block | MrgX1 ag | MrgX1 antag | MrgX1 PAM | TRPC6 inhibitor | TRPC6 activator | TMEM16A act | RGS4 inh | RGS4 pot | SKKanGAS inh
Cc1cccc(NC(=O)C2c3ccccc3C(=O)N3CCc4ccccc4C23)n1 (stereo not drawn) | -5.7 | i | i | i | i | i | i | i | i | i | 2.9
CCCCc1nnc(NC(=O)C2CCN(c3ncnc4sc(C)c(C)c34)CC2)s1 | 1.7 | i | i | i | i | i | i | i | i | i | -1.0
CC1CCCN(c2nc3c(c(=O)n(C)c(=O)n3C)n2CCSc2nc3ccccc3s2)C1 (stereo not drawn) | 5.1 | i | i | i | i | i | i | i | i | i | 4.1
Cc1cc(C#Cc2c(-c3ccccc3)n(C)c3ccccc23)ccc1F | -4.1 | i | i | i | i | i | i | i | i | i | 1.3
CCOC(=O)N1CCN(C(=O)COc2ccc3c(c2)C(=O)CC(C)(C)O3)CC1 | -16.5 | i | i | i | i | i | i | i | i | i | -14.7
COc1ccccc1OCCn1cc(C=O)c2ccccc21 | -0.9 | i | i | i | i | i | i | i | i | i | -5.3
O=C(O)c1ccc2c(=O)n(-c3ccccc3)c(=S)[nH]c2c1 | 2.3 | i | i | i | i | i | i | i | i | i | -3.5
c1ccc(-c2nc(CSc3nnnn3-c3ccccc3)cs2)cc1 | 1.2 | i | i | i | i | i | i | i | i | i | -12.1
CC(=O)c1ccc(Nc2nc(-c3cccnc3)cs2)cc1 | 5.7 | i | i | i | i | i | i | i | i | i | -6.5
Oc1ccc(/C=N/NC(=S)Nc2cccnc2)c(O)c1O | x | x | x | x | x | i | i | i | i | i | -1.9
CC(C)NC(=S)N/N=C/c1ccc(C(C)(C)C)cc1 | 17.4 | i | i | i | i | i | i | i | i | i | -8.4
COC(=O)c1nn(-c2ccccc2)c(Cl)c1/C=N/OCc1ccc(C)cc1 | 0.2 | i | i | i | i | i | i | i | i | i | -1.8
CCC(=O)Nc1nc2ccccc2n1Cc1ccc(Cl)cc1 | 9.9 | i | i | i | i | i | i | i | i | i | 62.1*
N#CC(C#N)=C1C=C2C=C(N3CCCCC3)CCC2CC1 (stereo not drawn) | -0.9 | i | i | i | i | x | x | x | x | x | x
O=C(c1ccc(S(=O)(=O)N2CCCC2)cc1)N1CCCc2ccccc21 | -1.1 | i | i | i | i | i | i | i | i | i | 6.7
Cc1csc2c(N3CCN(C(=O)Nc4ccc(OC(F)(F)F)cc4)CC3)ncnc12 | 8.8 | i | i | i | i | i | i | i | i | i | 20.6
COc1cccc(CN(C)C(=O)c2ccc(NS(=O)(=O)c3ccc4[nH]c(=O)[nH]c4c3)cc2)c1OC | 1.6 | i | i | i | i | i | i | i | i | i | -4.5
CC1CCCC(C)N1CC(O)COC1CCC(C(C)(C)C)CC1 (stereo not drawn) | -5.1 | i | i | i | i | i | i | i | i | i | -2.5
CC(=O)NCC(=O)NC1(C(=O)NC2CCCC2)CCCCC1 | -5.1 | i | i | i | i | i | i | i | i | i | 1.0
O=C(CCCC(=O)N(CC(=O)NC1CCCC1)c1cccc(F)c1)Nc1ccccn1 | 5.2 | i | i | i | i | i | i | i | i | i | -6.2
O=C(/C=C/c1ccc2c(c1)OCO2)NCCSCc1c(Cl)cccc1Cl | 1.0 | i | i | i | i | i | i | i | i | i | 27.5
CCOC(=O)C1=C(C)N(C)C(=O)NC1c1ccccc1OC (stereo not drawn) | 0.8 | i | i | i | i | i | i | i | i | i | 6.4
COc1ccc2c(c1)C(C)CC(C)(C)N2C(=O)Nc1ccccc1 (stereo not drawn) | -0.1 | i | i | i | i | i | i | i | i | i | 0.0
COC(=O)c1sc2nc(-c3ccccc3)nc(N3CCN(C)CC3)c2c1C | x | x | x | x | x | -5.41* | i | i | i | i | 4.5
CCN(CC)CCNc1ncnc2c1[nH]c1ccc(OC)cc12 | -2.4 | i | i | i | i | i | i | x | i | i | 2.3
CCCCn1c(NCc2ccccn2)nc2ccccc21 | 3.5 | i | i | i | i | i | i | i | i | i | 5.8
CC(C)[C@H](NC(=O)C1CC(=O)N(c2ccc3c(c2)OCO3)C1)C(=O)NC1CCCC1 (stereo partly drawn) | u | i | i | i | i | i | i | i | i | i | -6.5
CSCC[C@H](NC(=O)c1cccs1)C(=O)N1CCC2(CC1)NCCc1[nH]cnc12 | 4.2 | i | i | i | i | i | i | i | i | i | -2.0
O=C(CSc1ccc(Cl)cc1)Nc1ccc(N2CCN(C(=O)c3ccc(Cl)cc3)CC2)cc1 | -5.7 | i | i | i | i | i | i | i | i | i | 0.9
Cc1noc(C)c1CSCC(=O)N(CC(C)C)c1c(N)n(Cc2ccccc2)c(=O)[nH]c1=O | -2.9 | i | i | i | i | i | i | i | i | i | -11.2
Cc1cc(=O)nc2c3ccccc3n(C(C)C(=O)NCCC(C)C)n12 (stereo not drawn) | 0.1 | i | i | i | i | i | i | i | i | i | 0.0
COc1ccc(Cl)cc1NS(=O)(=O)c1cccc(C(=O)NCC(c2ccco2)N(C)C)c1 (stereo not drawn) | 1.9 | i | i | i | i | i | i | i | i | i | 0.3
COc1ccc(CC(=O)NCc2ccccc2)cc1 | -9.5 | i | i | i | i | i | i | i | i | i | -10.1
CCCCOc1ccc(-c2nnn(C(C)(C)C(=O)OC)n2)cc1 | 5.8 | i | i | i | i | i | i | i | i | i | 1.7
O=C(CSc1nnc(CNC(=O)c2ccccc2)o1)NCc1ccc2c(c1)OCO2 | -0.8 | i | i | i | i | i | i | i | i | i | x
Cn1c(SCC(=O)N2CCN(S(=O)(=O)c3ccc(Cl)cc3)CC2)nc2ccccc21 | -3.8 | i | i | i | i | i | i | i | i | i | -13.0
COCCNC(=S)NN(c1ccccc1)c1ccccc1 | 4.4 | i | i | i | i | i | i | i | i | i | 2.3
CCc1nnc(NC(=O)CSc2ccc(Cl)cc2)s1 | -16.7 | i | i | i | i | i | i | i | i | i | -1.1
O=C(CCNC(=O)c1ccccc1Cl)NN1C(=O)NC2(CCCCC2)C1=O | -6.1 | i | i | i | i | i | i | i | i | i | -1.6
COc1cccc(-c2cc(C(=O)N3CCN(C(=O)c4ccco4)CC3)on2)c1 | -3.3 | i | i | i | i | i | i | i | i | i | 21.0
CCN1/C(=C/C=C/c2oc3ccc4ccccc4c3[n+]2CC)Oc2ccc3ccccc3c21 | u | i | i | -7.83* | i | i | i | x | i | -8.98* | x
Cc1[nH]ccc(=O)c1Cc1c(Cl)cccc1Cl | -6.5 | i | i | i | i | i | i | i | i | i | -4.6
O=C(CNC(=O)C12CC3CC(CC(C3)C1)C2)OCC(=O)N1CCCCC1 | -5.9 | i | i | i | i | i | i | i | i | i | -5.4
Cc1ccc(C)c(S(=O)(=O)Nc2ccc(C(=O)NCCCN3CCOCC3)cc2)c1 | -2.1 | i | i | i | i | i | i | i | i | i | -0.2
Cc1ccnn1CC(=O)N/N=C/c1ccco1 | 4.0 | i | i | i | i | i | i | i | i | i | 12.7
O=[N+]([O-])c1cc(CN2CCCC2)c2cccnc2c1O | 11.4 | i | i | i | i | x | x | i | x | x | x
Cc1ccc(-c2csc3ncnc(Nc4ccc(N5CCOCC5)cc4)c23)cc1 | 7.2 | i | i | i | i | i | i | i | i | i | 21.2
CCOC(=O)c1sc(Nc2nc(C)cc(OC)n2)nc1C | 2.6 | i | i | i | i | i | i | i | i | i | 23.2
CC(C)(C)Nc1ncnc2sc(-c3ccccc3)cc12 | -1.7 | i | i | i | i | i | i | i | i | i | 7.9
C/C(=N\NC(=S)Nc1cc(S(=O)(=O)N2CCOCC2)ccc1Cl)c1ccccc1F | 5.0 | i | i | i | i | i | i | i | i | i | -6.7
COc1cccc(N2CCN(c3ncnc4c3[nH]c3ccccc34)CC2C)c1 (stereo not drawn) | 4.2 | 100* | i | -14.6* | i | i | i | x | i | -9.04* | 25.9
CN(Cc1cccs1)C(=O)CSc1nc2ccccc2[nH]1 | 8.0 | i | i | i | i | i | i | i | i | i | -7.7
Cc1cc(C)c(/C=C(\C#N)S(=O)(=O)c2ccccc2)[nH]1 | 1.4 | i | i | i | i | i | i | i | i | i | -2.2
CCc1cccc(C)c1NC(=O)COC(=O)Cc1ccsc1 | -4.5 | i | i | i | i | i | i | i | i | i | -16.9
CS(=O)(=O)N(CC(=O)N1CCCC1)c1cccc(Cl)c1Cl | -0.8 | i | i | i | i | i | i | i | i | i | 0.8
Nc1c(C(=O)c2ccccc2)sc2nsc(SCCN3CCCC3)c12 | -2.5 | i | i | i | i | i | 65.2* | i | i | i | 24.7
O=C(CSc1nc2cc(Cl)ccc2s1)NCc1ccc2c(c1)OCO2 | 0.7 | i | i | i | i | i | i | i | i | i | -12.4
CCOc1ccc(C(C(=O)NCC2CCCO2)N(C(=O)c2snc(C(N)=O)c2N)c2ccc(F)cc2)cc1 (stereo not drawn) | -4.0 | i | i | i | i | i | i | i | i | i | 7.7
Cc1c(C(=O)N2CCN(CCc3ccccc3)CC2)oc2ccccc12 | 5.9 | i | i | i | i | i | i | i | i | i | -2.6
O=C(Cc1ccccc1)N1CCN(C(=O)c2ccc([N+](=O)[O-])cc2)CC1 | 0.2 | i | i | i | i | i | i | i | i | i | -4.7

The listing continues:
SMILES | HDAC3 inh | ANO1 block | MrgX1 ag | MrgX1 antag | MrgX1 PAM | TRPC6 inhibitor | TRPC6 activator | TMEM16A act | RGS4 inh | RGS4 pot | SKKanGAS inh
O=C(Nc1nccs1)c1cc(-c2ccccc2)nc2ccccc12 | 0.8 | i | i | i | i | i | i | i | i | i | 0.2
Nc1ccc(O)cc1C(=O)OCC(=O)c1ccc(C2CCCCC2)cc1 | 0.1 | i | i | i | i | i | i | i | i | i | 4.8
COc1ccc(N2CCN(Cc3nc4c(c(=O)[nH]c(=O)n4C)n3Cc3cccc(Cl)c3)CC2)cc1 | -0.4 | i | i | i | i | i | i | i | i | i | -4.5
O=C(NC1CCCc2ccccc21)C1CCN(S(=O)(=O)c2ccccc2)CC1 (stereo not drawn) | -4.2 | i | i | i | i | i | i | i | i | i | -4.9
